High-throughput results deposited in PubChem by several laboratories.
MEKK2mut PB1 HTS = MEK5 binding signal on mutant MEKK2 PB1, primary screen, biochemical, multiplex bead flow cytometry, Alexa488-MEK5; Alexa488-MEK5 binding to MEKK2 mutant; percent response, % at 10 µM; 0.35% of 290,000 active; AID 1530, 2009; in the data active = percent response above about 24%, passing the limit was not always enough; also: inactives centre near 1; some results filed as inactive read as strong as hits; reference of the scale not given here
MEKK3 PB1 HTS = modulators of MEKK3-MEK5 PB1 binding, primary screen, biochemical, wildtype MEKK3, multiplex bead flow cytometry, Alexa488-MEK5. 1.4% of 290,000 active. bead-based flow cytometry, Alexa488-MEK5 binding to MEKK3; actives lie on both sides; 0 = blocked by unlabeled MEK5, 100 = vehicle. AID 1529, 2009. binding response (% of control), % at 10 µM;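 active = binding response more than 3 SD above or below the average of its plate-row segment, actives on both sides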;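 also: Alexa488 bead fluorescence after subtracting the streptavidin-only scavenger bead signal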
Target sequence (Q99759 whole entry, looked up): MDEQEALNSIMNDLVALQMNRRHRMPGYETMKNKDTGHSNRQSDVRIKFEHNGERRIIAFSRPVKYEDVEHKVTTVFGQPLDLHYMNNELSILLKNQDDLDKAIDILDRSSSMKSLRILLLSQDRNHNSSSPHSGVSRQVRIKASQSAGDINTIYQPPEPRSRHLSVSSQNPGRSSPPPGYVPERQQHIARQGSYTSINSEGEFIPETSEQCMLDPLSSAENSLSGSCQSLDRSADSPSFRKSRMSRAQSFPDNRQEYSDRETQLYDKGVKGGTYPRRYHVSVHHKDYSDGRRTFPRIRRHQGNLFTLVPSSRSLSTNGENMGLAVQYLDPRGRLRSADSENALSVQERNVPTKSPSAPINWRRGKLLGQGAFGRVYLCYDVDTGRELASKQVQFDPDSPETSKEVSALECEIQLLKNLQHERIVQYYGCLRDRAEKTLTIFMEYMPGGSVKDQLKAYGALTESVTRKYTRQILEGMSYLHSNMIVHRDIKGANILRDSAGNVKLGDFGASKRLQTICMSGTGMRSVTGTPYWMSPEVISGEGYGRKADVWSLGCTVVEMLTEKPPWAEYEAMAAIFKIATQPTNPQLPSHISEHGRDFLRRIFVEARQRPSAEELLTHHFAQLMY
MEKK2wt PB1 HTS = modulators of MEK5 binding to wildtype MEKK2, primary screen, biochemical, multiplex bead flow cytometry, Alexa488-MEK5; Mitogen-activated protein kinase kinase kinase 2 (Homo sapiens), Q9Y2U5; Alexa488-MEK5 binding to MEKK2 WT; actives lie on both sides; binding response (% of control), % at 10 µM; 1.1% of 290,000 active; AID 1531, 2009; in the data active = binding response below about 67% or above about 130%
PfM18AAP inh = PfM18AAP inhibitors, malaria aminopeptidase, primary screen, biochemical, QFRET, recombinant enzyme; M18 aspartyl aminopeptidase (Plasmodium falciparum 3D7); H-Glu-NHMec fluorogenic cleavage; inhibition, % at 7.35 µM; 1.2% of 290,000 active;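 active = inhibition above the campaign mean inhibition over all tested compounds plus 3 SD, cut at about 28% in these data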;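 also: 0% = plate median of test compound wells and 100% = 2 mM ZnCl2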
IDE inh = human IDE inhibitors in live cells, primary screen, fluorescence polarization, HEK cells, FAbetaB substrate. AID 434962, 2010. 0.41% of 320,000 active. inhibition, % at 5.59 µM. FAbetaB cleavage;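 active = percent inhibition above the average of all tested compounds plus 3 SD, set per screening campaign, cut at about 16% in these data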;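 also: IDE supplied by intact live HEK cells; FP after avidin binding of uncleaved biotin substrate so inhibition keeps polarization high; 0% = DMSO wells and 100% = 60 µM reference IDE inhibitor Ii1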
SUMO HTRF inh = inhibitors of in vitro SUMOylation cascade, primary screen, biochemical, HTRF, uHTS. SUMO-conjugating enzyme UBC9 (Homo sapiens), P63279. HTRF SUMOylation assay, SAE1/SAE2 + UBC9. inhibition, % at 35 µM. 0.36% of 290,000 active. AID 2006, 2009; in the data active = inhibition above about 50%, passing the limit was not always enough; also: strong numbers were not always called active
Target sequence (P63279 whole entry, looked up): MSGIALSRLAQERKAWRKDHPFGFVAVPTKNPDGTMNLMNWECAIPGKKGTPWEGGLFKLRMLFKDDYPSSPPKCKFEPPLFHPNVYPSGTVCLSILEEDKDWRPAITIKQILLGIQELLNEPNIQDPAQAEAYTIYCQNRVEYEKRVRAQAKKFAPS
NALP1 inh = NALP1 inflammasome inhibitors in reconstituted yeast, colorimetric, S. cerevisiae, triplicate retest; inhibition, % at 10 µM; S. cerevisiae NALP1/ASC/caspase-1 growth, X-gal OD620, 72 h; 0.61% of 280,000 active; in the data active = inhibition mostly above about 24%, no sharp cut-off; inactive = mostly below about 32%; also: some compounds called inactive have numbers as strong as hits
p-CIP stab down = p/CIP-EGFP fusion destabilizers, primary screen, fluorescence, F442A cells. Q05BA5. 16 h. decrease of EGFP signal, % at 10 µM. 0.01% of 290,000 active. AID 1984, 2009;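 active = EGFP signal decrease of at least 30% at 10 µM or well 3 SD below plate mean, unless failing retest; inactive = the rest, including hits failing retest or dose response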; also: some compounds called inactive have numbers as strong as hits; many of its hits are not listed in these tables
IDE act = human IDE activators in live cells, primary screen, fluorescence polarization, HEK cells, FAbeta-B substrate; Insulin-degrading enzyme (Homo sapiens), P14735; FAbeta-B cleavage; 0% vehicle, 100% cell-free pure enzyme wells; activation, % at 5.96 µM; 0.073% of 340,000 active;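 active = activation above the mean of all tested compounds plus 3 SD, set per screening campaign, cut at about 17% in these data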
The depositor's hits bear a star. These rows are one share of the data, so the mix of outcomes need not match the whole.

For O=C(NC1CCCc2ccccc21)C1CCC(CNS(=O)(=O)c2cccc3nsnc23)CC1 (stereo not drawn) the results were MEKK2mut PB1 HTS 7, MEKK3 PB1 HTS 107, MEKK2wt PB1 HTS 105, PfM18AAP inh 6, IDE inh 0, SUMO HTRF inh 3, NALP1 inh 17, p-CIP stab down -8 and IDE act 5.
For CCCCSc1nc(SCC(=O)NCc2ccco2)c2c3c(sc2n1)COC(C)(CC)C3 (stereo not drawn) the results were MEKK2mut PB1 HTS 1, MEKK3 PB1 HTS 103, MEKK2wt PB1 HTS 101, PfM18AAP inh 5, IDE inh 3, SUMO HTRF inh -9, NALP1 inh -10, p-CIP stab down -4 and IDE act 4.
Cc1ccc(OC(C)C(=O)O)cc1C (stereo not drawn) was read as MEKK2mut PB1 HTS 2, MEKK3 PB1 HTS 108, MEKK2wt PB1 HTS 111, PfM18AAP inh 1, IDE inh 2, SUMO HTRF inh 4, NALP1 inh 15, p-CIP stab down 6 and IDE act -3.
Screening CN(C)S(=O)(=O)c1ccc(C(=O)NCc2ccc3[nH]c4c(c3c2)CCCC4)cc1 returned MEKK2mut PB1 HTS 9, MEKK3 PB1 HTS 115, MEKK2wt PB1 HTS 89, PfM18AAP inh 8, IDE inh 3, SUMO HTRF inh 1, NALP1 inh 28, p-CIP stab down -1 and IDE act 1.
CCCSc1nnc(-c2cccc(S(=O)(=O)N(C)C)c2)n1-c1cc(OC)ccc1OC was read as MEKK2mut PB1 HTS 2, MEKK3 PB1 HTS 103, MEKK2wt PB1 HTS 105, PfM18AAP inh -10, IDE inh -2, SUMO HTRF inh 9, NALP1 inh 3, p-CIP stab down -10 and IDE act 3.
O=c1[nH]c(/C=C/c2ccccc2[N+](=O)[O-])nc2ccccc12 was read as MEKK2mut PB1 HTS 0, MEKK3 PB1 HTS 132*, MEKK2wt PB1 HTS 110, PfM18AAP inh 2, IDE inh 0, SUMO HTRF inh -6, NALP1 inh 28, p-CIP stab down 9 and IDE act -2.
Screening Fc1ccc(NCc2cn3ccccc3n2)cc1 returned MEKK2mut PB1 HTS 8, MEKK3 PB1 HTS 101, MEKK2wt PB1 HTS 104, PfM18AAP inh -4, IDE inh 0, SUMO HTRF inh -7, NALP1 inh 11, p-CIP stab down 1 and IDE act 4.
Screening O=C(CSc1ncc(C(F)(F)F)cc1Cl)N1CCN(S(=O)(=O)c2ccc3ccccc3c2)CC1 returned MEKK2mut PB1 HTS -3, MEKK3 PB1 HTS 101, MEKK2wt PB1 HTS 100, PfM18AAP inh 1, IDE inh 6, SUMO HTRF inh -10, NALP1 inh -2, p-CIP stab down -6 and IDE act -9.
`CCN1CCN(C(c2cc(OC)c(OC)c(OC)c2)c2nnnn2C(C)C)CC1` (stereo not drawn) gave MEKK2mut PB1 HTS 10, MEKK3 PB1 HTS 99, MEKK2wt PB1 HTS 99, PfM18AAP inh -3, IDE inh -2, SUMO HTRF inh 0, NALP1 inh -10, p-CIP stab down -7 and IDE act 5.
Screening Cn1c(=O)c(-c2ccccc2)nn2c3ccccc3nc12 returned MEKK2mut PB1 HTS -1, MEKK3 PB1 HTS 104, MEKK2wt PB1 HTS 103, PfM18AAP inh -1, IDE inh -1, SUMO HTRF inh 12, p-CIP stab down -9 and IDE act 2.
`O=C(N/N=C\c1ccc(OC(=O)c2cccs2)cc1)c1ccc(Cl)cc1` gave MEKK2mut PB1 HTS 1, MEKK3 PB1 HTS 101, MEKK2wt PB1 HTS 99, PfM18AAP inh 1, IDE inh 4, SUMO HTRF inh -6, NALP1 inh 20, p-CIP stab down -5 and IDE act -3.
Cc1nnc(NC(=O)CSc2nnc(CNC(=O)c3ccc(F)cc3)o2)s1 was read as MEKK2mut PB1 HTS 0, MEKK3 PB1 HTS 101, MEKK2wt PB1 HTS 98, PfM18AAP inh 16, IDE inh -5, SUMO HTRF inh 14, NALP1 inh 1, p-CIP stab down -103 and IDE act 7.
For Cc1cccc(C(=O)Nc2cccc(C(=O)NC3CCCC3)c2)c1 the results were MEKK2mut PB1 HTS 9, MEKK3 PB1 HTS 105, MEKK2wt PB1 HTS 111, PfM18AAP inh -10, IDE inh -3, SUMO HTRF inh 6, NALP1 inh -62, p-CIP stab down 2 and IDE act 3.
Screening Nc1nc(Sc2ncccc2[N+](=O)[O-])n[nH]1 returned MEKK2mut PB1 HTS 0, MEKK3 PB1 HTS 99, MEKK2wt PB1 HTS 96, PfM18AAP inh 22, IDE inh 2, SUMO HTRF inh 22 and p-CIP stab down -14.
Cc1ccc(-c2nc(CN3CCCCC3)cc(CN3CCCCC3)c2O)cc1 was read as MEKK2mut PB1 HTS -11, MEKK3 PB1 HTS 103, MEKK2wt PB1 HTS 96, PfM18AAP inh 3, IDE inh -5, SUMO HTRF inh 10, NALP1 inh 14 and p-CIP stab down 3.
COc1ccc(CNC(=O)CN(C(=O)c2csnn2)c2cnc3ccccc3c2)cc1 was read as MEKK2mut PB1 HTS -3, MEKK3 PB1 HTS 98, MEKK2wt PB1 HTS 101, PfM18AAP inh 4, IDE inh 2, SUMO HTRF inh 10, NALP1 inh 10, p-CIP stab down -1 and IDE act -1.
For O=C(CNC(=O)c1cccs1)NCCN1CCN(c2ccccc2F)CC1 the results were MEKK2mut PB1 HTS 2, MEKK3 PB1 HTS 98, MEKK2wt PB1 HTS 105, PfM18AAP inh -1, IDE inh -2, SUMO HTRF inh 0, NALP1 inh 6, p-CIP stab down -18 and IDE act 1.
For Cc1noc(C)c1S(=O)(=O)Nc1ccccc1N1CCOCC1 the results were MEKK2mut PB1 HTS 3, MEKK3 PB1 HTS 111, MEKK2wt PB1 HTS 113, PfM18AAP inh -3, IDE inh 2, SUMO HTRF inh 7, NALP1 inh 5, p-CIP stab down -14 and IDE act 2.
Screening CC(C)Cn1c(SCC(=O)Nc2ncccn2)nc2ccccc21 returned MEKK2mut PB1 HTS -47, MEKK3 PB1 HTS 93, MEKK2wt PB1 HTS 102, PfM18AAP inh -7, IDE inh 8, SUMO HTRF inh 18, NALP1 inh -5, p-CIP stab down -8 and IDE act 9.
Screening Cc1ccc(S(=O)(=O)N/N=C\c2ccc([N+](=O)[O-])o2)cc1 returned MEKK2mut PB1 HTS 5, MEKK3 PB1 HTS 103, MEKK2wt PB1 HTS 98, PfM18AAP inh 7, IDE inh 0, SUMO HTRF inh 4, NALP1 inh 40, p-CIP stab down -5 and IDE act 0.
Screening Cc1cc2n(n1)C(c1ccccc1)Nc1ccccc1-2 (stereo not drawn) returned MEKK2mut PB1 HTS 0, MEKK3 PB1 HTS 98, MEKK2wt PB1 HTS 95, PfM18AAP inh -8, IDE inh 2, SUMO HTRF inh 34, NALP1 inh 7, p-CIP stab down 0 and IDE act 3.
Screening CCOC(=O)C1=C(C)NC(C)=C(C(=O)OCC)C1c1ccccc1/C=C/C(=O)OC(C)(C)C returned MEKK2mut PB1 HTS 4, MEKK3 PB1 HTS 103, MEKK2wt PB1 HTS 114 and IDE inh 0.
`O=C(Oc1ccc(/C=N/O)cc1)c1ccccc1Cl` gave MEKK2mut PB1 HTS 4, MEKK3 PB1 HTS 105, MEKK2wt PB1 HTS 107, PfM18AAP inh 5, IDE inh -3, SUMO HTRF inh -10, NALP1 inh -3, p-CIP stab down 4 and IDE act 6.
For CC(C)OP(=O)(OC(C)C)C(NC(=O)c1ccccc1Br)C(N)=O (stereo not drawn) the results were MEKK2mut PB1 HTS -1, MEKK3 PB1 HTS 101, MEKK2wt PB1 HTS 100, PfM18AAP inh -9, IDE inh -1, SUMO HTRF inh -1, NALP1 inh 0, p-CIP stab down 1 and IDE act -4.
O=S(=O)(NCc1ccc2c(c1)OCO2)c1ccc(F)cc1 was read as MEKK2mut PB1 HTS 7, MEKK3 PB1 HTS 106, MEKK2wt PB1 HTS 106, PfM18AAP inh 8, IDE inh 1, SUMO HTRF inh 4, NALP1 inh 11, p-CIP stab down -4 and IDE act 6.
C/C(=N\NC(=O)c1ccc(C)cc1)c1c(C)[nH]n(-c2ccccc2)c1=O was read as MEKK2mut PB1 HTS 6, MEKK3 PB1 HTS 105, MEKK2wt PB1 HTS 106, PfM18AAP inh -2, SUMO HTRF inh 6, NALP1 inh 9, p-CIP stab down -10 and IDE act 6.
For Oc1ccc(-c2cnns2)c(O)c1 the results were MEKK2mut PB1 HTS -3, MEKK3 PB1 HTS 97, MEKK2wt PB1 HTS 98, PfM18AAP inh 99*, IDE inh 3, SUMO HTRF inh -4, NALP1 inh 44, p-CIP stab down -6 and IDE act -16.
`CCN(c1ccccc1)S(=O)(=O)c1ccc(Oc2ccc(-n3ccnc3)cc2)nc1` gave MEKK2mut PB1 HTS 6, MEKK3 PB1 HTS 111, MEKK2wt PB1 HTS 104, PfM18AAP inh 3, IDE inh 7 and IDE act 2.
`CCC(=O)c1ccc(OCC(=O)Nc2ccccc2N2CCCCC2)cc1` gave MEKK2mut PB1 HTS 3, MEKK3 PB1 HTS 101, MEKK2wt PB1 HTS 102, PfM18AAP inh -2, IDE inh 3, SUMO HTRF inh -6, NALP1 inh 4, p-CIP stab down 6 and IDE act 2.
C=CCOc1ccc(/C=N/NC(=O)CN2CCOCC2)cc1OCC was read as MEKK2mut PB1 HTS -2, MEKK3 PB1 HTS 93, MEKK2wt PB1 HTS 94, PfM18AAP inh 3, IDE inh 6, SUMO HTRF inh 12, NALP1 inh 4 and p-CIP stab down 0.

The final 2 entries of the part before are carried over, then new ones follow:
`CCC(=O)c1ccc(OCC(=O)Nc2ccccc2N2CCCCC2)cc1` gave MEKK2mut PB1 HTS 3, MEKK3 PB1 HTS 101, MEKK2wt PB1 HTS 102, PfM18AAP inh -2, IDE inh 3, SUMO HTRF inh -6, NALP1 inh 4, p-CIP stab down 6 and IDE act 2.
C=CCOc1ccc(/C=N/NC(=O)CN2CCOCC2)cc1OCC was read as MEKK2mut PB1 HTS -2, MEKK3 PB1 HTS 93, MEKK2wt PB1 HTS 94, PfM18AAP inh 3, IDE inh 6, SUMO HTRF inh 12, NALP1 inh 4 and p-CIP stab down 0.
For CCCC(=O)Nc1nc(C(=O)OCC)cs1 the results were MEKK2mut PB1 HTS 3, MEKK3 PB1 HTS 102, MEKK2wt PB1 HTS 101, PfM18AAP inh -7, IDE inh 1, SUMO HTRF inh 9, NALP1 inh 6, p-CIP stab down 13 and IDE act -1.
Screening COc1ccc(C2CCCN2C(=S)Nc2cccc(Cl)c2C)cc1OC (stereo not drawn) returned MEKK2mut PB1 HTS 1, MEKK3 PB1 HTS 104, MEKK2wt PB1 HTS 104, PfM18AAP inh 3, IDE inh 4, SUMO HTRF inh -21, NALP1 inh 1, p-CIP stab down -14 and IDE act 4.
`O=C(CN1CCCCCC1)N1c2ccccc2C=Cc2ccccc21` gave MEKK2mut PB1 HTS 1, MEKK3 PB1 HTS 104, MEKK2wt PB1 HTS 105, PfM18AAP inh -1, IDE inh -3, SUMO HTRF inh 8, NALP1 inh 24, p-CIP stab down 1 and IDE act 5.
`CC(NC(=O)CCCc1nnc2n(C)c(=O)c3sccc3n12)c1ccccc1` (stereo not drawn) gave MEKK2mut PB1 HTS -7, MEKK3 PB1 HTS 102, MEKK2wt PB1 HTS 99, PfM18AAP inh 5, IDE inh -1, SUMO HTRF inh -8, NALP1 inh 4, p-CIP stab down 0 and IDE act 6.
